PAFAH2 inh: inhibitors of human PAFAH2; recombinant PAFAH2, FP-rhodamine activity probe, fluorescence polarization; AID 492956; inhibition, % at 3.39 µM; Q99487; 0.99% of 340,000 active;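 active = inhibition above the mean over all tested compounds plus 3 SD, cut at about 30% in these data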;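 note: inhibitors block probe labeling of enzyme so polarization drops; 0% = enzyme with DMSO and 100% = wells lacking PAFAH2 protein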
LYPLA1 inh: blocks human lysophospholipase 1, a PME1 counter-screen; O75608; recombinant LYPLA1, FP-Rh probe fluorescence polarization; inhibition, % at 5.9 µM; 0.16% of 320,000 active; AID 2174;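 active = inhibition above the mean of all tested compounds plus 3 SD, set per campaign, cut at about 14% in these data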;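 note: inhibitors block serine hydrolase probe labeling of LYPLA1 so polarization falls; 0% = enzyme with DMSO and 100% = wells lacking LYPLA1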
PAD4 FP inh: inhibitors of human PAD4 | Q9UM07 | recombinant PAD4, RCA probe fluorescence polarization | inhibition, % at 6.36 µM | 0.41% of 330,000 active;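 active = percent inhibition above a cutoff equal to the mean of all tested compounds plus 3 SD, cut at about 15% in these data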;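 note: 0% = PAD4 with RCA probe and DMSO and 100% = probe without PAD4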
EBNA-1 inh: blocks EBNA-1 binding to DNA; EBNA-1 DNA binding, fluorescence polarization; inhibition, % at 14.8 µM; 0.34% of 300,000 active; AID 1950; in the data active = inhibition above about 28%
PAFAH1B3 FP inh: inhibitors of human PAFAH1B3; AID 492972; Q15102; recombinant PAFAH1B3, FP-rhodamine probe, fluorescence polarization; inhibition, % at 3.39 µM; 0.28% of 340,000 active;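 active = inhibition above the screen-wide average of all tested compounds plus 3 SD, cut at about 25% in these data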;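 note: 0% = enzyme with DMSO only and 100% = wells lacking PAFAH1B3 protein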
PREPL inhibitor: human PREPL enzyme inhibition. Q4J6C6. recombinant PREPL, fluorescence polarization activity-based probe. inhibition, % at 5.96 µM. 0.68% of 320,000 active; in the data active = inhibition above about 43%;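 note: 0% = enzyme with DMSO and 100% = wells lacking enzyme; many of its hits are not listed in these tables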
Target sequence (Q4J6C6 whole entry, looked up): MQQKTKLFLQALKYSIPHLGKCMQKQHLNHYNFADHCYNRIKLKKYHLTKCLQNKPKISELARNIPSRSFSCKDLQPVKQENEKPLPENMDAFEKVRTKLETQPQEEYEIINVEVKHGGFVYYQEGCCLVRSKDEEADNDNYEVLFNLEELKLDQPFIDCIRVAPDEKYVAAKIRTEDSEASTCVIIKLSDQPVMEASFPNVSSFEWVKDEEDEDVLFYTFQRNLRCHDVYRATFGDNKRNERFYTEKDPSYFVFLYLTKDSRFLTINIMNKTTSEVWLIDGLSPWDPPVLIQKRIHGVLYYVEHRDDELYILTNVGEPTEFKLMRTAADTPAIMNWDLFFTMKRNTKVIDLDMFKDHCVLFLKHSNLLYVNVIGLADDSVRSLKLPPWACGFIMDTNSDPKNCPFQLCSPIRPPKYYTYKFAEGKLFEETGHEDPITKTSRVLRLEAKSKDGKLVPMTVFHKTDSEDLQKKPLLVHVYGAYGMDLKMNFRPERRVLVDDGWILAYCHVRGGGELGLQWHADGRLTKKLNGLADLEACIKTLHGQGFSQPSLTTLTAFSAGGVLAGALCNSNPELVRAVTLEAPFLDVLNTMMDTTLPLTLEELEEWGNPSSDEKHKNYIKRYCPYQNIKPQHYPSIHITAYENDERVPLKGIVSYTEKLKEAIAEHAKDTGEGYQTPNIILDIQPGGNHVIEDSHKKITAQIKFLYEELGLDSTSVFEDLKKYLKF
LYPLA2 inh: blocks human lysophospholipase 2, a PME1 counter-screen; O95372; recombinant LYPLA2, FP-Rh probe fluorescence polarization; inhibition, % at 5.9 µM; 0.38% of 320,000 active;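 active = inhibition above the screen-wide mean plus 3 SD, limit set per campaign, cut at about 26% in these data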;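 note: 0% = LYPLA2 with DMSO and 100% = wells lacking LYPLA2 enzyme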
GSTO1 counter: blocks human GSTO1 in RBBP9 counter-screen | P78417 | recombinant GSTO1, activity-based probe fluorescence polarization | inhibition, % at 5.96 µM | 1.1% of 300,000 active | AID 1974;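 active = inhibition above the campaign mean inhibition plus 3 SD, cut at about 35% in these data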;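 note: 0% = GSTO1-1 with DMSO and 100% = wells lacking GSTO1-1 enzyme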
ZTA DNA inh: blocks Epstein-Barr virus ZTA, an EBNA-1 counter-screen; inhibition, % at 11 µM; AID 2234; ZTA-DNA binding, fluorescence polarization; 0.15% of 320,000 active; in the data active = inhibition above about 33%
Target sequence (P03206 whole entry, looked up): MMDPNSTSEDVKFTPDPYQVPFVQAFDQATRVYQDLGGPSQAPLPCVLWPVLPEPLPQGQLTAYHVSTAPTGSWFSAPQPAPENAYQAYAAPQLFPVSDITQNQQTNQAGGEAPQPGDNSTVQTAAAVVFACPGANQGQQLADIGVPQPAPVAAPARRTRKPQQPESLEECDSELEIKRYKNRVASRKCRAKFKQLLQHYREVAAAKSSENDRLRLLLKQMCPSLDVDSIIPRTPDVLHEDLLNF
An asterisk follows results filed as active; nt = no result given. Not all compounds are listed (hit frequency here may not be typical).

SMILES | PAFAH2 inh | LYPLA1 inh | PAD4 FP inh | EBNA-1 inh | PAFAH1B3 FP inh | PREPL inhibitor | LYPLA2 inh | GSTO1 counter | ZTA DNA inh
CN1CCN(c2ccc(S(=O)(=O)N3CCOCC3)cc2NC(=O)Cc2ccccc2F)CC1 | 1 | -1 | 3 | nt | 1 | 2 | 2 | nt | -4
CCCn1c(SCC(=O)c2cc(C)ccc2C)n[nH]c1=O | 3 | -3 | -1 | -3 | 1 | 5 | -4 | 8 | -20
CC(C)C(c1nnnn1Cc1ccc(F)cc1)N1CCN(c2ccc(O)cc2)CC1 (stereo not drawn) | nt | 2 | -14 | -19 | nt | -2 | -9 | 22 | -14
CCOC(=O)C1CCCN(C(=O)C2c3ccccc3Oc3ccccc32)C1 (stereo not drawn) | 54* | 56* | 94* | -10 | 43* | 65* | 59* | 46* | 2
CCOc1ccccc1NC(=O)CN1CCN(Cc2ccccc2)CC1 | 4 | -3 | -3 | 7 | 7 | -5 | -2 | 8 | 5
O=C(Nc1ccc(N2CCOCC2)cc1)c1ccc(S(=O)(=O)N2CCCCC2)cc1 | 3 | -8 | -2 | -8 | 1 | 2 | -11 | -1 | -11
COc1cc(C(=O)NCc2ccc(F)cc2)cc(Cl)c1OC | 1 | -3 | 0 | -1 | 1 | 2 | -4 | -1 | 14
CCOC(=O)C1CCCN(c2nnnn2-c2ccccc2)C1 (stereo not drawn) | -4 | 4 | -5 | -3 | 6 | 2 | 1 | 3 | 6
O=C(N/N=C/c1ccco1)c1cc(-c2ccc3ccccc3c2)n[nH]1 | -25 | -25 | -12 | -4 | -5 | 11 | -38 | -29 | 23
Cc1ccc(C(=O)NC2CCCCCCC2)c(Cl)c1 | 0 | -1 | 1 | 12 | 8 | 1 | -5 | 3 | 7
C=CCSc1nnc(NC(=O)c2ccc(Cl)nc2)s1 | 1 | 1 | 0 | 10 | 4 | 0 | 2 | -24 | 10
CC(=O)Nc1ccc(/C=N/N2CCCCC2)cc1 | 4 | -1 | 8 | 7 | 13 | 12 | 2 | 4 | -8

4 records drawn at random from the list so far, as already listed:
SMILES | PAFAH2 inh | LYPLA1 inh | PAD4 FP inh | EBNA-1 inh | PAFAH1B3 FP inh | PREPL inhibitor | LYPLA2 inh | GSTO1 counter | ZTA DNA inh
CC(C)C(c1nnnn1Cc1ccc(F)cc1)N1CCN(c2ccc(O)cc2)CC1 (stereo not drawn) | nt | 2 | -14 | -19 | nt | -2 | -9 | 22 | -14
CCOC(=O)C1CCCN(c2nnnn2-c2ccccc2)C1 (stereo not drawn) | -4 | 4 | -5 | -3 | 6 | 2 | 1 | 3 | 6
CC(=O)Nc1ccc(/C=N/N2CCCCC2)cc1 | 4 | -1 | 8 | 7 | 13 | 12 | 2 | 4 | -8
O=C(Nc1ccc(N2CCOCC2)cc1)c1ccc(S(=O)(=O)N2CCCCC2)cc1 | 3 | -8 | -2 | -8 | 1 | 2 | -11 | -1 | -11

(list continues)
SMILES | PAFAH2 inh | LYPLA1 inh | PAD4 FP inh | EBNA-1 inh | PAFAH1B3 FP inh | PREPL inhibitor | LYPLA2 inh | GSTO1 counter | ZTA DNA inh
C/C(=N\N)c1c(-c2ccccc2)c2cc(C)ccc2[nH]c1=O | -4 | 1 | -4 | 4 | 1 | 4 | 11 | 5 | -17
COc1cccc(-c2csc3ncnc(Sc4nnnn4C)c23)c1 | 7 | nt | 7 | nt | -2 | 8 | nt | nt | nt
COc1ccc(N(C(=O)c2snc(C(N)=O)c2N)C(C(=O)NCc2ccc(F)cc2)c2ccc(C)o2)c(OC)c1 (stereo not drawn) | 1 | 0 | -3 | 0 | 2 | 9 | -6 | -1 | -8
CCN(C[C@H]1N[C@@](C)(C(=O)OC)[C@H]2C(=O)N(C)C(=O)[C@@H]12)C(=O)c1ccccc1 | 5 | nt | -2 | nt | 11 | 14 | nt | nt | nt
CCCN1Cc2cccc(C(=O)NC3CCCC3)c2C1=O | 6 | 0 | 2 | -10 | -6 | 12 | 1 | 1 | 11
COC(=O)c1cc2ccsc2n1CC(=O)NCC1CCCO1 (stereo not drawn) | 4 | 6 | 0 | -4 | 7 | 2 | 3 | 0 | 16
O=C(NCC1CCCO1)c1ccc2c(=O)n(Cc3ccc(Cl)cc3)c(=S)[nH]c2c1 (stereo not drawn) | -1 | 0 | -1 | 9 | -7 | -6 | 3 | 3 | 6
CCCCCCCC1CC(CSc2ncn[nH]2)OC1=O (stereo not drawn) | -1 | 5 | -5 | -4 | 9 | 0 | 6 | -7 | -5
COc1ccc(C(=O)NNC(=O)CN2CCC(n3nnc4cc(C)ccc43)CC2)cc1 | -4 | 3 | -2 | 4 | 3 | 4 | 4 | -1 | 16
CSc1nc2ccc(NS(=O)(=O)c3c(Cl)cccc3Cl)cc2s1 | 12 | 0 | 0 | -7 | -3 | -13 | -7 | 9 | -1
O=C(Nc1cccn2ncnc12)C(F)(F)F | 3 | -2 | 3 | -13 | 0 | 16 | 9 | 1 | 1
COc1ccc(C(CC(=O)O)NC(=O)Cc2ccccc2)cc1OC (stereo not drawn) | -3 | -3 | 3 | -1 | -1 | -3 | -3 | 8 | 3
CCC(c1c(C)[nH]oc1=O)c1c(C)[nH]oc1=O | 3 | 5 | -1 | 6 | -1 | -4 | 4 | 6 | -7
CCC1CCCCN1CCCNC(=O)c1ccc(CS(=O)(=O)c2ccccc2OC)o1 (stereo not drawn) | -6 | -2 | 1 | -9 | 4 | -10 | 1 | 0 | -5
Cc1nc2sc3c(c2c(=O)o1)CCC3 | 60* | 0 | -1 | 8 | 4 | 15 | 8 | 0 | -6
COc1ccc2oc(=O)c(-c3nc4ccccc4o3)cc2c1 | -4 | 2 | -2 | -6 | 3 | 0 | 0 | 8 | -22
Cc1cccc(C)c1N1C(=O)CCC(C)(C)C1=O | 5 | 1 | -4 | -16 | 10 | 16 | 1 | -1 | 5
CC(=O)N/N=C(\C)CCc1ccccc1 | 0 | 1 | 1 | 10 | 7 | 16 | 2 | -11 | 4
COc1cccc(C2CC(c3ccccc3Cl)n3nc(N)nc3N2)c1 (stereo not drawn) | -1 | -6 | 0 | -8 | 7 | 25 | 3 | -2 | -2
O=S(=O)(c1ccc(C2CCCCC2)cc1)N1CCOCC1 | 12 | 0 | 5 | 3 | 5 | 8 | 0 | 0 | -28
CC(/C=N/N1CCN(c2ccccc2)CC1)=C\c1ccccc1 | 0 | 2 | -3 | 1 | 9 | 0 | 6 | 4 | -3
COc1ccc(NC(=O)N/C=C/c2ccc(Cl)cc2)cc1 | 0 | 0 | -4 | -5 | 10 | 3 | 0 | 8 | -6
COc1ccc(C(=O)Oc2ccc(-c3nnco3)cc2)cc1S(=O)(=O)N1CCOCC1 | -1 | -1 | 4 | -11 | 4 | 17 | 3 | 9 | -15
CCOc1ccc(C(=O)c2cc3ccc(O)cc3oc2=O)cc1 | 4 | -2 | -1 | 10 | 6 | 9 | 8 | 5 | 0

One compound at a time, as listed above. Screens in order: PAFAH2 inh	LYPLA1 inh	PAD4 FP inh	EBNA-1 inh	PAFAH1B3 FP inh	PREPL inhibitor	LYPLA2 inh	GSTO1 counter	ZTA DNA inh
CCOc1ccc(C(=O)c2cc3ccc(O)cc3oc2=O)cc1 reads 4	-2	-1	10	6	9	8	5	0
CC(/C=N/N1CCN(c2ccccc2)CC1)=C\c1ccccc1 reads 0	2	-3	1	9	0	6	4	-3

Other entries follow.
SMILES | PAFAH2 inh | LYPLA1 inh | PAD4 FP inh | EBNA-1 inh | PAFAH1B3 FP inh | PREPL inhibitor | LYPLA2 inh | GSTO1 counter | ZTA DNA inh
O=C(NCc1cccnc1)Nc1ccc(Cl)cc1 | 4 | -3 | 4 | 0 | 4 | -7 | 1 | -5 | 5
O=C(CCC(=O)N1CCSc2ccccc21)NCc1ccccc1 | 8 | 2 | 2 | 6 | 10 | 2 | 1 | 13 | -5
CC(C)Cn1c(SCC(=O)N(C)c2c(N)n(Cc3ccccc3)c(=O)[nH]c2=O)nc2ccccc21 | 2 | -1 | 6 | -7 | 5 | 5 | 3 | 4 | -4
CCOC(=O)Cc1csc(NC(=O)C(NC(=O)C2CCCCC2)C(C)C)n1 (stereo not drawn) | 0 | 2 | 2 | -15 | 8 | 9 | 2 | 2 | -9
N#Cc1cc2c(nc1SCC(O)CS(=O)(=O)Cc1ccc(Cl)cc1)CCCC2 (stereo not drawn) | 10 | -7 | 2 | -15 | -2 | -101 | -6 | 3 | 2
Cc1cc2n(n1)C(c1ccc(O)cc1)Nc1ccccc1-2 (stereo not drawn) | -8 | 3 | 5 | 5 | 4 | 14 | -3 | 0 | -8
O=C(N/C(=C\c1cn(-c2ccccc2)nc1-c1ccc(Cl)cc1)C(=O)N1CCOCC1)c1ccccc1 | nt | -3 | -2 | 3 | nt | -5 | -2 | 3 | 14
O=C(COc1ccc(Br)cc1)NNC(=O)c1ccc(-n2cncn2)c([N+](=O)[O-])c1 | 12 | 1 | 1 | nt | 13 | 2 | 8 | nt | -12
O=C(NCc1ccc2c(c1)OCO2)c1nc(Cn2cc(Br)cn2)no1 | -3 | -2 | 2 | -1 | 8 | -6 | -1 | 9 | -21
CC(CNCC1CCCO1)COc1cccc2ccccc12 (stereo not drawn) | 0 | 1 | -1 | 10 | -4 | 14 | -8 | -2 | 10
CCOC(=O)CCC(=O)Nc1ccc([N+](=O)[O-])cc1C | nt | -1 | 2 | -4 | nt | 9 | -3 | 14 | -6
COc1ccc(C(CNC(=O)c2cc3c(s2)CCC(C)C3)N2CCCC2)cc1 (stereo not drawn) | 4 | -2 | -7 | nt | 2 | 9 | -2 | nt | 9
CNS(=O)(=O)c1cc(NC(=O)c2cccc3cccnc23)ccc1C | -7 | -9 | -1 | 1 | 4 | 17 | -9 | -6 | 0
CC(=O)Nc1cccc(NC(=O)CSc2nnc(NC(=O)c3ccco3)s2)c1 | 5 | -1 | -1 | 5 | 6 | 4 | -3 | 1 | 4
CCOc1nc(NCc2ccco2)nc(Nc2ccccc2F)n1 | 0 | 1 | -7 | 10 | -4 | 0 | 1 | 0 | 8
N#Cc1c(N)nc2c(c1-c1cccc(O)c1)CCCCCC2 | -3 | -2 | 0 | 10 | 3 | 19 | 9 | 3 | 2
COc1ccc(N2C(=O)CC(N(Cc3ccco3)C(=O)CCC(=O)O)C2=O)cc1 (stereo not drawn) | -7 | -1 | -2 | 5 | 5 | -52 | -3 | 6 | -2
O=C(NCc1ccccc1)c1ccc(CS(=O)(=O)c2ccc(Br)cc2)o1 | 2 | 2 | 0 | 7 | 8 | -28 | 4 | 0 | 3
Cc1cc(NC(=O)COc2nnc(-c3ccccc3)c3ccccc23)no1 | -2 | 0 | 2 | 4 | 7 | 7 | 4 | 0 | -7
CCN1c2ccccc2-c2nc3ccccc3n2C1c1ccco1 (stereo not drawn) | 10 | -2 | -2 | 6 | 2 | -6 | -3 | -2 | 0
O=C(CCn1c(=O)oc2cc(Cl)ccc21)Nc1ccc(O)cc1 | -14 | 2 | 0 | 5 | 5 | 2 | 3 | 7 | 8
O=C(/C(=C/O)N=Nc1ccccc1)c1ccco1 | 2 | -2 | 0 | 2 | 9 | -4 | -1 | 4 | 1
c1ccc2[nH]c(CSc3nc4ccccc4o3)nc2c1 | 2 | 2 | -1 | -13 | -1 | 2 | 0 | 8 | -7
Cc1ccc(C(C#N)c2ccc3c(C(F)(F)F)cc(C(F)(F)F)nc3n2)cc1 (stereo not drawn) | 20 | -3 | -5 | -2 | 8 | 5 | -10 | 8 | -8
Cc1nc2nc(-c3ccc(Cl)cc3)nn2c(C)c1Cl | nt | 0 | 3 | -4 | nt | -2 | -4 | 1 | -7
C/C(=N\N(c1ccccc1)c1ccccc1)c1ccco1 | 2 | 4 | -5 | 5 | 8 | 5 | 1 | 4 | 6
COc1ccc(CCNC(=O)COC(=O)c2cccn2C)cc1 | 14 | nt | -7 | nt | 17 | -2 | nt | nt | nt
Cc1ccc(C(=O)C(C)N(C(=O)c2ccc(Cl)cc2Cl)N2C(=O)CCCC2=O)cc1 (stereo not drawn) | 1 | 1 | 1 | -2 | 11 | -2 | 1 | 4 | -4
CC(C)N(C(=O)CSc1nn2c(=O)c(C(C)(C)C)nnc2s1)c1ccccc1 | -2 | 7 | 3 | -10 | 1 | 12 | 1 | -1 | -6
